Compound activity (PubChem)
KOR beta-arrestin-1: kappa opioid receptor blockers – cell-based, luminescence, uHTS (AID 1778); KOR beta-arrestin recruitment, luminescence, antagonist mode; higher % means a stronger effect; inhibition, % at 10 µM, or IC50 in µM where a hit was titrated; actives 0.091% (n = 290,000); further: strong numbers were not always called active
LYP phosphatase: PTPN22 lymphoid phosphatase activity blockers – biochemical, fluorescence intensity, uHTS (AID 1779); actives 0.054% (n = 290,000); inhibition, % at 11.5 µM, or IC50 in µM where a hit was titrated; recombinant LYP phosphatase, fluorescence intensity; higher % means a stronger effect;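 further: plate controls were vehicle with enzyme for no effect and no enzyme for full effect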
KOR beta-arrestin-2: kappa opioid receptor activators – cell-based, luminescence, uHTS, primary screen (AID 1777). KOR beta-arrestin recruitment, luminescence; higher % means a stronger effect. actives 0.02% (n = 280,000). one-dose activation, % at 10 µM; EC50 in µM for titrated hits; in the data active means activation above about 50%, passing the limit was not always enough; further: a part of the inactive calls stands beside numbers as strong as those of hits
XIAP antagonists: XIAP antagonists, biochemical, IAP family, fluorescence polarization (AID 1018). displacement, % at 20 µM, or IC50 in µM where a hit was titrated. actives 0.007% (n = 200,000). XIAP BIR domain, fluorescence polarization peptide displacement; higher % means a stronger effect; in the data active means displacement above about 50%; further: a part of the inactive calls stands beside numbers as strong as those of hits
NOD1 inhibition: inhibition of NOD1-driven NF-kB reporter – cell-based, luminescence, uHTS, primary screen (AID 1578). NOD1-driven NF-kB luciferase reporter cells, luminescence; higher % means a stronger effect. one-dose inhibition, % at 4 µM; EC50 in µM for titrated hits. actives 1% (n = 290,000); in the data active means inhibition mostly above about 36%, no sharp cut-off; inactive means mostly below about 34%;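 further: HEK-293T reporter cells stimulated with the NOD1 agonist gamma-tri-DAP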
human PMI inhibitors: human PMI inhibitors, high substrate, primary screen, biochemical, fluorescence intensity, high mannose 6-phosphate (AID 1220) | recombinant PMI enzyme, coupled fluorescence intensity; higher % means a stronger effect | inhibition, % at 20 µM; hits with a dose series show IC50 in µM | actives 0.66% (n = 190,000)
NOD2 inhibition: inhibition of NOD2-driven NF-kB reporter – cell-based, luminescence, uHTS, HEK293 (AID 1566) | inhibition, % at 4 µM, or EC50 in µM where a hit was titrated | actives 0.63% (n = 290,000) | HEK293 NOD2/NF-kB luciferase reporter, luminescence; higher % means a stronger effect; further: many of its hits are not listed in these tables
human PMI inhibition: inhibitors of human PMI, primary screen, biochemical, fluorescence intensity, coupled assay (AID 1209); purified PMI enzyme, coupled fluorescence intensity; higher % means a stronger effect; actives 0.42% (n = 190,000); inhibition, % at 20 µM, or IC50 in µM where a hit was titrated;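 further: plate controls were DMSO vehicle for no effect and wells lacking substrate for full effect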
TNAP activators: stimulation of alkaline phosphatase TNAP activity – biochemical, luminescent, no phosphate acceptor, uHTS, primary screen (AID 1001); purified TNAP, luminescent activation assay, no phosphate acceptor; higher activation fold means a stronger effect; activation fold at 20 µM, or EC50 in µM where a hit was titrated; actives 0.03% (n = 200,000); in the data active means activation fold from about 3, or a potency from the dose series; inactive means the rest, 99 in 100 with activation fold below about 1.6; further: many of its hits are not listed in these tables
* hit, by the source's call; / = no result given; [ ] = another dose, or the depositor's remark. Unless noted, no stated cut-off is given here; in the data, active means inhibition above about 50%; inactive means the rest. Only part of the results is shown, so the mix of outcomes need not match the whole.

KOR beta-arrestin-1	LYP phosphatase	KOR beta-arrestin-2	XIAP antagonists	NOD1 inhibition	human PMI inhibitors	NOD2 inhibition	human PMI inhibition	TNAP activators	canonical_smiles
30.2%	-9.2%	-5.9%	-5.0%	-21.6%	-0.8%	10.6%	0.3%	1.1	O=C1CCN(C(=O)c2ccccc2)C2CCCCC12 (stereo not given)
-37.0%	-9.8%	5.1%	/	2.8%	/	-8.7%	/	/	O=C(CCc1nnc2ccc(NCc3ccco3)nn12)N1CCN(c2ccc(F)cc2)CC1
-21.2%	7.4%	9.2%	4.0%	17.0%	27.7%	-1.6%	10.9%	1.1	CCOc1ccc2[nH]c(=O)c(CN(Cc3cccs3)C(CC)c3nnnn3C(C)(C)CC)cc2c1 (stereo not given)
9.5%	-3.0%	3.2%	/	-10.1%	/	8.2%	/	/	Nc1ccc(C(=O)Nc2cccc(N)c2)cc1
-23.8%	-0.2%	6.1%	0.6%	-28.2%	6.8%	15.0%	10.7%	1.1	CCOC(=O)N1CCN(c2nc(-c3cccc(OC)c3)cc(C(F)(F)F)n2)CC1
-8.6%	-6.6%	3.6%	/	16.1%	/	-0.6%	/	/	CCOC(=O)Cc1csc(NC(=O)CSc2nccn2C)n1
34.5%	-3.9%	-4.7%	1.1%	-23.3%	-20.6%	-42.9%	-14.2%	1	COc1ccccc1Nc1ccc(C(=O)O)cc1[N+](=O)[O-]
-27.0%	6.5%	13.7%	-11.0%	1.4%	11.9%	14.2%	15.8%	1.1	Cc1ccc2[nH]c(=O)c(CNS(=O)(=O)c3ccccc3)c(-c3ccccc3)c2c1
4.9%	-7.9%	3.5%	/	6.5%	/	17.9%	/	/	Cc1cc(C)c2cc(CN(CCO)C(=O)NC3CCCCC3)c(=O)[nH]c2c1
4.5%	-9.5%	-3.9%	/	6.2%	/	7.1%	/	/	O=C(NCCCc1nc2ccccc2[nH]1)c1ccco1
-16.3%[20 µM]	-9.5%	1.7%	/	57.5%	/	30.9%	/	/	COc1ccc(NC(=O)C2CC(c3c(F)cccc3Cl)=NO2)cc1OC (stereo not given)
4.5%	2.2%	-3.4%	-16.8%	-3.9%	-3.1%	-1.5%	0.7%	0.9	Cc1cc(C)nc(NS(=O)(=O)c2ccc(NC(=O)CCN3C(=O)c4ccccc4C3=O)cc2)n1
-22.0%	0.0%	-1.3%	-5.7%	27.1%	-13.6%	1.2%	-17.1%	1	CC1=C(C)C(=O)N(c2ccccn2)C1=O
4.0%	-0.8%	-7.1%	-2.2%	-26.6%	-4.6%	16.4%	2.3%	1.1	Cc1cc([N+](=O)[O-])ccc1NC(=O)c1ccc(NC(=O)C(C)C)cc1
5.8%	-5.5%	-0.3%	-3.9%	-60.2%	4.4%	-12.1%	5.4%	1	Cc1c(-c2ccc(Br)cc2)[n+](=O)c2c(n1[O-])CCCC2

The list continues.
KOR beta-arrestin-1	LYP phosphatase	KOR beta-arrestin-2	XIAP antagonists	NOD1 inhibition	human PMI inhibitors	NOD2 inhibition	human PMI inhibition	TNAP activators	canonical_smiles
-27.5%	-9.1%	0.9%	-8.9%	0.7%	8.7%	5.5%	12.3%	1	COc1ccc(C(=O)NC(C(=O)NCC2CCCO2)C(C)C)cc1 (stereo not given)
14.9%	-5.6%	-2.1%	-4.9%	-6.6%	0.0%	11.1%	9.2%	1.1	Cc1ccc(SC(C)C(=O)Nc2ccccc2C(=O)N2CCOCC2)cc1 (stereo not given)
-25.1%	-1.2%	1.6%	-7.3%	-25.5%	9.7%	3.1%	16.0%	1.1	CC(C)c1ccc(N(CC(=O)NCC2CCCO2)C(=O)Cn2nnc(-c3cccs3)n2)cc1 (stereo not given)
23.3%	-5.6%	-1.8%	/	-13.6%	/	-0.1%	/	/	O=S(=O)(c1cccs1)N1CCC2(CC1)OCCO2
-50.2%	2.6%	2.5%	-4.5%	-6.6%	13.6%	-7.4%	13.8%	1.1	Cc1ccc(N=C(NOC(=O)c2ccccc2)c2nonc2N)c(C)c1
13.6%	-9.3%	-2.6%	/	-34.6%	/	-0.6%	/	/	COc1ccc(S(=O)(=O)NC2CCCC2)cc1NC(C)=O
-15.2%	11.9%	0.1%	-8.3%	-16.5%	8.3%	1.8%	8.4%	1.1	CCOC(=O)c1c(NC(=O)CSc2nnnn2-c2ccc3c(c2)OCCO3)sc(C)c1C
-24.5%	-1.5%	-0.1%	-14.7%	-19.9%	-1.3%	18.0%	0.1%	1.1	O=C(NN1CCCCC1)c1ccccc1
5.6%	-5.3%	-2.2%	/	0.2%	/	-0.1%	/	/	O=C(NNC(=O)c1cc(-c2ccncc2)nc2ccccc12)Nc1ccc(F)cc1
-18.0%	-4.0%	3.1%	0.4%	1.3%	9.4%	15.1%	9.2%	1	CCN(CC)S(=O)(=O)c1ccc2oc(C(=O)NCC3COc4ccccc4O3)c(C)c2c1 (stereo not given)
-9.2%[20 µM]	2.9%	1.4%	/	-23.2%	/	-4.5%	/	/	CCN1C(=S)N[C@@H](c2ccccc2)C(C(=O)OC)=C1C
-30.5%	-3.7%	4.5%	/	3.8%	/	-2.6%	/	/	NC(=O)c1cc(-c2csc(-c3cccnc3)n2)ccc1O
7.5%	1.9%	-4.8%	-6.5%	22.2%	5.3%	16.9%	2.5%	0.8	Cc1ccsc1/C=N/N=C1\C(=O)Nc2ccccc21
-14.8%	-9.7%	6.3%	-8.1%	-15.3%	38.2%	17.1%	14.8%	1.1	CN(C)c1ccc(NS(=O)(=O)c2cccc(Cl)c2)cc1
4.8%	-11.0%	-1.7%	-6.9%	29.3%	-4.6%	34.9%	-4.2%	1.1	O=C(Nc1ccc(Cc2ccncc2)cc1)C1CCC(N2C(=O)C3C4C=CC(C4)C3C2=O)CC1 (stereo not given)

The list continues.
KOR beta-arrestin-1	LYP phosphatase	KOR beta-arrestin-2	XIAP antagonists	NOD1 inhibition	human PMI inhibitors	NOD2 inhibition	human PMI inhibition	TNAP activators	canonical_smiles
-17.0%	-4.9%	10.6%	-8.6%	50.1%	33.1%	1.9%	32.8%	1.1	COc1ccccc1-c1c(C#N)c(N)nc2c1CCc1ccccc1-2
1.9%	2.7%	2.0%	-4.4%	15.4%	2.0%	27.3%	-8.1%	1	COC(=O)CCn1c(C)cc(C(=O)COc2ccccc2C(N)=O)c1C
-4.7%	0.7%	6.8%	-3.0%	-34.5%	-6.2%	13.3%	-4.2%	1	COc1ccc(-c2cc(C(=O)O)c(C)o2)cc1OC
33.1%	-6.7%	-6.7%	/	-27.7%	/	-27.3%	/	/	CCC1CCCCN1CCCNC(=O)c1ccc(/C=C2/Sc3ccccc3NC2=O)cc1 (stereo not given)
-16.7%	-1.5%	8.3%	/	-9.8%	-6.1%	12.7%	-21.4%	1	COC(=O)/C=C/C(=O)N1CCN(c2ccccc2)CC1
-55.2%	0.2%	-4.0%	-9.2%	-23.0%	19.1%	3.8%	29.4%	1	CCN(CC(=O)Nc1c(C(=O)OC)[nH]c2ccccc12)c1ccc2c(c1)OCO2
-56.0%	-9.5%	-4.5%	-3.3%	-5.1%	-3.2%	17.5%	-0.3%	1	COc1ccc(OCC(=O)N2CCN(c3cccc(Cl)c3)CC2)cc1
-3.9%	2.9%	23.1%	-0.4%	-29.2%	-2.2%	-8.8%	2.2%	1.4	CN(C)CCCN(C(=O)c1sc2ccccc2c1Cl)c1nc2c(F)cccc2s1
-70.1%	-14.0%	6.3%	/	16.2%	/	36.7%	/	/	CCOc1ccccc1NC(=O)c1sc2nc(C)nc(N3CCOCC3)c2c1C
17.4%	-2.2%	-0.4%	-5.3%	-22.0%	-3.8%	-5.4%	-6.3%	1.2	CC(=O)N1CCN(C(=S)NC(=O)C23CC4CC(CC(C4)C2)C3)CC1
-28.0%	-4.9%	-2.9%	-6.8%	-11.1%	6.7%	12.7%	8.0%	1	O=C(Cn1c(=O)n2ncnc2c2c3c(sc21)CCCC3)c1ccccc1
-18.6%	14.1%	3.5%	-9.3%	-24.9%	-2.9%	-11.9%	5.1%	1	Cc1cc(-c2ccccc2)nc(N(C)NC(=O)c2ccc(Cl)cc2)c1S(C)(=O)=O
3.1%	-7.8%	-3.0%	/	8.2%	/	31.4%	/	/	O=C(Nc1ccsc1C(=O)O)c1ccccc1Cl
8.2%	-9.5%	-3.2%	/	-27.4%	/	-18.9%	/	/	NNC(=O)COc1ccc2oc3c(c2c1)CCCC3
13.3%	-6.1%	-2.1%	/	-119.3%	/	-15.9%	/	/	CCCCc1nc2cc(C(=O)N3CCCC(OCCC)C3)ccc2o1 (stereo not given)

Later entries.
KOR beta-arrestin-1	LYP phosphatase	KOR beta-arrestin-2	XIAP antagonists	NOD1 inhibition	human PMI inhibitors	NOD2 inhibition	human PMI inhibition	TNAP activators	canonical_smiles
4.2%	-7.9%	1.2%	/	-10.6%	/	33.8%	/	/	CC(C)c1ccc(OCC(=O)NNC(=S)NC(=O)c2cccs2)c(Br)c1
5.1%	4.2%	-2.9%	/	-32.0%	/	-17.5%	/	/	COCCNc1ccc([N+](=O)[O-])cc1C(=O)NC1CCCc2ccccc21 (stereo not given)
15.4%	-2.6%	-4.3%	/	-4.8%	/	2.2%	/	/	COc1ccc(CNC(=O)CN2C(=O)NC(C)(c3ccc(C(C)(C)C)cc3)C2=O)cc1 (stereo not given)
16.0%	-10.7%	-1.1%	/	5.7%	/	30.8%	/	/	O=C(NCc1ccccc1)c1ccc2nnsc2c1
-30.8%	-2.1%	3.3%	-8.9%	-2.4%	-4.9%	0.4%	-21.6%	1	COc1ccc(-n2cc(C#N)c(=O)n(Cc3ccc(F)cc3)c2=O)cc1
4.8%	-5.1%	-5.5%	-12.6%	-30.5%	4.6%	2.1%	12.2%	1.1	CCc1ccccc1NC(=O)CN(C)C(=O)CSc1nn(-c2ccc(F)cc2)c(=S)s1
-20.2%	-5.3%	-2.1%	-4.6%	-6.7%	-1.1%	9.0%	-1.1%	1.1	CCOC(=O)C1CCCN(CC(=O)Nc2c(C(=O)OC)[nH]c3ccc(Br)cc23)C1 (stereo not given)

No new results follow: entries from further up.
KOR beta-arrestin-1	LYP phosphatase	KOR beta-arrestin-2	XIAP antagonists	NOD1 inhibition	human PMI inhibitors	NOD2 inhibition	human PMI inhibition	TNAP activators	canonical_smiles
13.3%	-6.1%	-2.1%	/	-119.3%	/	-15.9%	/	/	CCCCc1nc2cc(C(=O)N3CCCC(OCCC)C3)ccc2o1 (stereo not given)
4.2%	-7.9%	1.2%	/	-10.6%	/	33.8%	/	/	CC(C)c1ccc(OCC(=O)NNC(=S)NC(=O)c2cccs2)c(Br)c1
5.1%	4.2%	-2.9%	/	-32.0%	/	-17.5%	/	/	COCCNc1ccc([N+](=O)[O-])cc1C(=O)NC1CCCc2ccccc21 (stereo not given)
15.4%	-2.6%	-4.3%	/	-4.8%	/	2.2%	/	/	COc1ccc(CNC(=O)CN2C(=O)NC(C)(c3ccc(C(C)(C)C)cc3)C2=O)cc1 (stereo not given)
16.0%	-10.7%	-1.1%	/	5.7%	/	30.8%	/	/	O=C(NCc1ccccc1)c1ccc2nnsc2c1
-30.8%	-2.1%	3.3%	-8.9%	-2.4%	-4.9%	0.4%	-21.6%	1	COc1ccc(-n2cc(C#N)c(=O)n(Cc3ccc(F)cc3)c2=O)cc1
4.8%	-5.1%	-5.5%	-12.6%	-30.5%	4.6%	2.1%	12.2%	1.1	CCc1ccccc1NC(=O)CN(C)C(=O)CSc1nn(-c2ccc(F)cc2)c(=S)s1
-20.2%	-5.3%	-2.1%	-4.6%	-6.7%	-1.1%	9.0%	-1.1%	1.1	CCOC(=O)C1CCCN(CC(=O)Nc2c(C(=O)OC)[nH]c3ccc(Br)cc23)C1 (stereo not given)
